# Source: PubChem BioAssay (National Center for Advancing Translational Sciences (NCATS))
# GLP-1R agonist: activates the human GLP-1 receptor; P43220; HEK293 GLP-1R CRE-luciferase, luminescence, 4-6 h; cells express a hypersensitive GLP-1R form; Potency, µM (series often up to 45.6 µM), for inactives: top-dose activation, most hits filed as activators; 0.007% of 380,000 active; AID 624172; further: potency means the concentration at half of the fitted maximal effect; % of control where 0% means no effect
# Target sequence (P43220 whole entry, looked up): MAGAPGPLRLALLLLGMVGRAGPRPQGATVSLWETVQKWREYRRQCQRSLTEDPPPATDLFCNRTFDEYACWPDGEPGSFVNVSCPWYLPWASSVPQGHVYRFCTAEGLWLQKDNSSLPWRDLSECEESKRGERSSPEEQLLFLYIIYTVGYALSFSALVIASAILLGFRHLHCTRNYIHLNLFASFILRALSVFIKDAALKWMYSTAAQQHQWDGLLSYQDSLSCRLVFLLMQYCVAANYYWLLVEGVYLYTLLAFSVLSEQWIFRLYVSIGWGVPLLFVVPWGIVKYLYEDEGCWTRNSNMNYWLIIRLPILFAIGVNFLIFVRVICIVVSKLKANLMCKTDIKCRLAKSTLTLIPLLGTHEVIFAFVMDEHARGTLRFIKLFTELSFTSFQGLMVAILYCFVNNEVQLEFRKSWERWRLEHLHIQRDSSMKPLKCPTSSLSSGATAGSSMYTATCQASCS
# PLK1 PBD block: inhibitors of human PLK1 polo-box domain binding | P53350 | Plk1 PBD binding of FITC phosphopeptide, fluorescence polarization | Potency, µM, without a hit: max response, negative = inhibition, usual class: inhibitors | 2.8% of 360,000 active | AID 720504; further: potency means the concentration at half of the fitted maximal effect; series mostly up to about 57 µM; on the % scale 0 is the no-effect control and ±100 the full control effect; nearly all actives have a fitted effect of over 65% in size
# Target sequence (P53350 whole entry, looked up, the tested form may be a part): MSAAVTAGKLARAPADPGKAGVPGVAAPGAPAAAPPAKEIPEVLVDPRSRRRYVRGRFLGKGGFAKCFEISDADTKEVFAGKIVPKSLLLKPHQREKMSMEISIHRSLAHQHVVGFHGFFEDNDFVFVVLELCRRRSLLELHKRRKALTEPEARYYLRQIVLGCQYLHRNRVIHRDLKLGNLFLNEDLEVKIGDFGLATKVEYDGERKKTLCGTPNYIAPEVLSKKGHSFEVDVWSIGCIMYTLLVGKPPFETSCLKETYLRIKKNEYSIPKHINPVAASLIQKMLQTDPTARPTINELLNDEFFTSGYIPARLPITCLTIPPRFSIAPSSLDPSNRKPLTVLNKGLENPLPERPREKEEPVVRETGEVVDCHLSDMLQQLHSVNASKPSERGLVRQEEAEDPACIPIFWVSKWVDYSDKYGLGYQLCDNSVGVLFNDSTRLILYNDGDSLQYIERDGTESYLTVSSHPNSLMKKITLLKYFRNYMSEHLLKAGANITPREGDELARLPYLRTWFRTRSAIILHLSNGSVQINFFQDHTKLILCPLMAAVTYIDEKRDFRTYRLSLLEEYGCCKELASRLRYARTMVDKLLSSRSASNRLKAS
# GLP1R inv ag: GLP-1 receptor (human) inverse agonism | P43220 | AID 624417 | 1.6% of 410,000 active | Potency, µM (titrated, usually from 38.3 µM), for inactives: at the top dose activity change, negative = inhibition, hits mostly inhibitors | HEK293 GLP-1R CRE-luciferase, luminescence, 24 h; GLP-1R form is constitutively active; further: potency means the concentration at half of the fitted maximal effect; on the % scale 0 is the no-effect control and ±100 the full control effect; nearly all actives have a fitted effect of over 55% in size
#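 Seeding at 200 cells/uL, 12 h culture, 24 hr compound treatment, then luciferase reagent and a luminescence read; cells are HEK293 stably expressing a constitutively active GLP-1R plus cAMP-responsive luciferase.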
# PTHR1 ag: agonists of human PTHR1 parathyroid hormone receptor | Q03431 | HEK293 GP2 PTHR1 cells, GloSensor cAMP luminescence, 1 h | Potency, µM (highest dose often 115 µM), for the others: at the highest dose activation, usual class: activators | 0.075% of 410,000 active; further: potency means the concentration at half of the fitted maximal effect; nearly all actives have a fitted effect of over 55% in size; some results filed as inactive show a strong effect at the top dose; inactives centre near -15; many of its hits are not listed in these tables
#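 HEK-293-derived GP2 cells expressing PTHR1 and a GloSensor cAMP reporter, 3,000/well, plated overnight, given luciferin plus IBMX (each 0.5 mM as added) for 1 h at 37 °C, then compound for 1 h at 37 °C. Luminescence was read after 15 min at room temperature.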
# PI5P4Ka inh: inhibitors of human PI5P4K alpha. AID 652105. P48426. 1.2% of 330,000 active. max response, %. PI5P4Kalpha enzyme, ADP-Glo luminescence, 60 min; hits give low values; active means max response of -50% or lower; inconclusive means between -30% and -50%; inactive means -30% or higher; further: value at the top dose of about 77 µM; on the % scale 0 is the no-effect control and ±100 the full control effect
#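 Human PI5P4Kalpha with substrate in 0.038 M HEPES pH 7.4, 0.28 mM EGTA, 0.1% CHAPS, 5% DMSO; reaction started with 5 microM ATP (final), 60 min at room temperature. ADP formed read by ADP-Glo luminescence.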
# IL-2 act: IL-2 activation | 0.065% of 360,000 active | activation, % (series mostly up to about 46 µM) | IL-2 activation reporter assay, cell-based qHTS; stimulated with anti-CD3/CD4/CD28 beads; in transgenic mouse T cells; in the data active means activation above about 50%; inconclusive means mostly about 30% to 49%; further: 0% is about no effect
#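 Unstimulated transgenic mouse T cells, 750 per well, received compound and, after 60 minutes, anti-CD3/anti-CD4 bead plus anti-CD28 stimulation. EGFP and DsRed were quantified after 18 hours.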
# EPAC1 agonist: activates human EPAC1 exchange factor; O95398; EPAC1 agonist qHTS, biochemical assay; response scale: 100% = response to 6.5 mM cAMP; 0.073% of 360,000 active; AID 720707; Potency, µM (top dose mostly 154 µM), without a hit: at the highest dose activation, actives largely listed as activators; further: potency means the concentration at half of the fitted maximal effect; nearly all actives have a fitted effect of over 60% in size
#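 Nucleotide exchange assay: 100 nM EPAC1 with 250 nM Rap1B loaded with BODIPY-GDP and 50 uM GDP, room temperature. Fluorescence (480/540 nm) read every 5 min for 30 min; signal change normalized to 6.5 mM cAMP as full agonist.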
# GLP1R cytotox: cytotoxic in the GLP-1 receptor inverse agonist counter-screen; HEK293 cAMP-luciferase reporter cells, luminescence, 24 h; Potency, µM (highest dose often 38.3 µM), inactives show at the top dose activity change, negative = inhibition, most hits filed as inhibitors; 0.13% of 410,000 active;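 further: loss of luciferase light is scored as toxicity; potency means the concentration at half of the fitted maximal effect; on the % scale 0 is the no-effect control and ±100 the full control effect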
#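 Cells in DMEM/10% Nu serum/1% pen-strep, 1536-well format. Pre-incubated 12 h, dosed with 23 nL compound, incubated a further 24 h. Luciferase detection, 12 min at room temp, luminescence.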
# EPAC1 antagonist: EPAC1 (human) antagonism | O95398 | EPAC1 GEF assay, Rap1b-BODIPY-GDP exchange fluorescence | Potency, µM (series often up to 115 µM), for the others: top-dose activity change, negative = inhibition, hits mostly inhibitors | 0.14% of 360,000 active;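 further: potency means the concentration at half of the fitted maximal effect; plate controls were vehicle for no effect and positive control for full effect; nearly all actives have a fitted effect of over 50% in size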
# Active calls of the source: *; i = inactive; ? = inconclusive; nt = no result given; & = joins results of further samples; [ ] = remark or other dose. Unless noted, the call rests on the fitted dose curve; in most records, active means well fitted curve in the direction sought with a large enough effect; inconclusive means small, poorly fitted or top-dose-only effect, or another doubt; inactive means no such curve, though single readings can be large; an effect the other way counts as inactive or inconclusive.
SMILES,GLP-1R agonist,PLK1 PBD block,GLP1R inv ag,PTHR1 ag,PI5P4Ka inh,IL-2 act,EPAC1 agonist,GLP1R cytotox,EPAC1 antagonist
NC(=O)CN1C(=O)C2C3CCC(C3)C2C1=O (stereo not given),-5%,-15%,-67%,?,4,-3.5,-20%,1%,-9%
Nn1cc(-c2ccccc2)nc1SCC(=O)N1CCN(S(=O)(=O)c2ccc3ccccc3c2)CC1,-1%,-7%,-8%,-3%[57.5 µM],-1,-0.3,7%,20%,-12%
CC(NC(=O)CSc1nnc(-c2cc3cc(Cl)ccc3o2)n1C)c1ccccc1 (stereo not given),-3%,-7%,?,-89%[inhibitor],1,-3.5,8%,16%,-4%
O=C(CSc1nc(=O)n2ccccc2n1)OCc1ccccc1,2%,4%,12%,-24%,-9,2.8,0%,-3%,3%
CCOc1cccc(OCCOc2ccccc2[N+](=O)[O-])c1,18%,-7%,?,-4%,19,0.2,12%,16%,-15%
COc1ccc2nc(SCC(=O)Nc3cc(C)on3)c(C#N)cc2c1,7%,-8%,15%,i,0,0.4,-2%,-23%,0%
C[C@@]12CCC3[C@@](CCC4[C@@]3(C)CCC[C@@]4(C)C(=O)NC3CCCCC3)(CC1=O)C2 (stereo not given in full),1%,-11%,?,-9%,1,-0.1,-11%,10%,-13%
COc1ccc([C@H]2C[C@@H](O)C[C@@H](CCn3cc(-c4ccccc4)nn3)O2)cc1,0%,6%,24%,i,-1,-0.2,-4%,2%,7%
CCCCn1c(SCC(=O)Nc2cc(C(F)(F)F)ccc2Cl)nnc1C(CC)N(C)C (stereo not given),18%,2%,?,-31%[inhibitor],6,-1.0,-39%[inhibitor],?,-1%
CCC(Sc1nc2c(cnn2-c2ccc(Cl)cc2)c(=O)[nH]1)C(=O)OC (stereo not given),-2%,-13%,1%,i,1,-1.3,-16%,3%,16%
CC(C(=O)N1CCc2ccccc21)N1CCN(c2cccc(C(F)(F)F)c2)CC1 (stereo not given),14%,1%,?,-20%,4,-3.5,-5%,-10%,?
Cn1c(=O)c2c(O)c(C=Nc3ccc(F)cc3)c(=O)n(C)c2n(C)c1=O,3%,-3%,-1%,i,2,-0.6,-1%,-2%,6%
CC(CNc1ccc([N+](=O)[O-])cc1)NC(=O)c1ccccc1Br (stereo not given),0%,2%,0%,i,nt,-0.7,-5%,?,8%
CN(Cc1ccccc1)C(=O)[C@@H]1CCCN1C(=O)[C@@H]1CCCN1C(=O)c1ccc(Cl)cc1,-1%,3%,13%,i,-3,0.7,-11%,4%,4%
COCCn1c(=O)[nH]c2cc(C(=O)NC(C)C)ccc2c1=O,-3%,-9%,0%,-15%,nt,-2.6,7%,5%,9%
Cc1cc(NC(=O)C2CC(c3ccc(Cl)cc3)=NO2)no1 (stereo not given),28%,-2%,13%,i,-28,5.3,3%,5%,1%
O=C(Nc1nnc(Cc2ccc(Cl)cc2)s1)c1cccnc1,-6%,-12%,15%,-18%,-18,-0.1,-2%,0%,3%
O=C(Nc1cnn(Cc2ccc(F)cc2)c1)c1cc2nc(-c3ccco3)cc(C(F)(F)F)n2n1,-9%,-9%,5%,-8%[57.5 µM],-9,2.2,4%,-1%,-24%
Cn1cccc1C(=O)OCC(=O)N1c2ccccc2NC(=O)C1(C)C,-4%,-2%,19%,i,6,-0.6,-8%,-2%,1%
COC(=O)C1=C(C)N(c2cccc(C)c2)C(=O)/C1=C\c1cccs1,0%,-12%,-24%,i,11,1.6,7%,8%,-7%
Cc1ccc(C)c(S(=O)(=O)n2nc(C)c(S(=O)(=O)N3CCC(C)CC3)c2C)c1,-3%,nt,13%,i,nt,nt,nt,-1%,nt
O=S(=O)(c1ccc2oc3ccc(S(=O)(=O)N4CCCCC4)cc3c2c1)N1CCCCC1,-11%,-5%,1%,i,-7,-2.0,-2%,0%,3%
CCc1nccn1CCC(=O)N1CCCC(Nc2ccc(C(C)C)cc2)C1 (stereo not given),3%,-13%,?,i,-2,-3.3,12%,12%,1%
O=C(Nc1ccc(F)c(F)c1)C1CCCN(S(=O)(=O)c2cccc3nonc23)C1 (stereo not given),5%&0%,2%,-17%&5%,-11%,0,5.9,-2%,1%&-9%,-10%
COc1ccccc1NS(=O)(=O)c1cccc(C(=O)N/N=C/c2ccc(NC(C)=O)cc2)c1,17%,3%,0%,-7%,10,0.8,10%,-16%,23%
CCC(=O)Nc1ccc(Cl)c(NC(=O)c2ccccc2OC)c1,13%,0%,14%,i,1,-1.7,0%,-3%,17%
Cc1cnc(C(=O)NC2CC(C)(C)Cc3c2cnn3-c2ccccc2)cn1 (stereo not given),1%,-5%,4%,-3%,-1,-0.9,-9%,-1%,4%
CCN(CC)C(=O)C1CCN(Cc2cn(C)nc2-c2ccc(Oc3ccccc3)cc2)CC1,11%,-1%,?,i,-6,-3.8,-7%,18%,6%
CCCn1c2c(c(O)c(C(=O)NCc3ccccc3)c1=O)CCCC2,9%,-6%,?,i,1,1.3,11%,57%,-7%
CC(=O)N(c1ccc(N(C(C)=O)S(=O)(=O)c2cccs2)cc1)S(=O)(=O)c1cccs1,-10%,-4%,0%,-4%,nt,0.6,-4%,-22%,5%
Cc1cc(=O)oc(C)c1C(=O)Nc1cccc(F)c1,-3%,4%,17%,i,-2,-0.3,4%,-7%,-4%
O=c1c2ccccc2nnn1-c1ccccc1[N+](=O)[O-],0%,5%,11%,i,-2,-0.6,-5%,-12%,11%
CCN1CCN(C(=S)NC(=O)c2cccc(Br)c2)CC1,6%,-20%,?,i,-1,-2.9,3%,?,10%
Clc1ccc(-c2nc(Cc3ccccc3Cl)no2)cc1,0%,1%,-4%,-3%,17,-0.6,14%,83%[activator],-26%
O=C1CCC(c2ccccc2)N1C(=O)c1cccnc1 (stereo not given),-4%,-5%,0%,i,nt,0.7,2%,10%,-3%
CN1CCN(C(=O)c2cccc(NS(=O)(=O)c3ccc(Br)cc3)c2)CC1,?,-5%,9%,i,1,0.3,-6%,23%,-11%
CCOC(=O)C1=C(C)N(C)C(=O)NC1c1c(OC)ccc2ccccc12 (stereo not given),0%,3%,2%,-4%,-3,-0.4,-2%,-20%,-12%
COc1ccc(C(=O)NCCn2cc(SCC(=O)NCc3ccco3)c3ccccc32)cc1,-14%,3µM*,?,-5%[57.5 µM],?,-0.7,6%,-20%,-4%
CN1CCN(CC(=O)Nc2ccc(Oc3ccccc3)cc2)CC1,16%,-7%,-36%,i,nt,-3.2,10%,6%,1%
CCN1C(=O)NC(c2ccc(Cl)cc2)C2=C1CCCC2=O (stereo not given),10%,-11%,1%,i,-28,0.5,6%,-4%,1%
NC(=O)N/N=C/c1ccc(-c2cccc(C(F)(F)F)c2)o1,19%,-9%,56%[activator],-5%,12,1.2,-3%,1%,3%
CC(C)(C)C(=O)Nc1ccc(-c2cn3cccnc3n2)cc1,11%,-11%,10%,-4%,3,-0.5,-5%,9%,-2%
CCCCC(=O)N1C/C=C\[C@H](c2ccc(OC)cc2)N(Cc2ccc(F)cc2)C(=O)[C@@H]1C,-2%,-3%,?,-8%,-1,-0.6,9%,-21%,3%
Cc1cc(NC(=O)CCCN2C(=O)c3cccc4cccc(c34)C2=O)no1,2%,-10%,8%,i,4,0.0,-4%,-4%,-5%
CCCCN(Cc1cc2ccccc2[nH]c1=O)S(=O)(=O)c1ccc(C)cc1,2%,4%,?,i,-1,-2.9,-9%,-20%,-19%
Cc1nc2sc(C(c3cccc(F)c3)N3CCCC(C)C3)c(O)n2n1 (stereo not given),-4%,-4%,-25%,i,1,-2.9,-10%,-29%,4%

# Structural class, the entries above containing a Cl atom (nine)
SMILES,GLP-1R agonist,PLK1 PBD block,GLP1R inv ag,PTHR1 ag,PI5P4Ka inh,IL-2 act,EPAC1 agonist,GLP1R cytotox,EPAC1 antagonist
CC(NC(=O)CSc1nnc(-c2cc3cc(Cl)ccc3o2)n1C)c1ccccc1 (stereo not given),-3%,-7%,?,-89%[inhibitor],1,-3.5,8%,16%,-4%
CCCCn1c(SCC(=O)Nc2cc(C(F)(F)F)ccc2Cl)nnc1C(CC)N(C)C (stereo not given),18%,2%,?,-31%[inhibitor],6,-1.0,-39%[inhibitor],?,-1%
CCC(Sc1nc2c(cnn2-c2ccc(Cl)cc2)c(=O)[nH]1)C(=O)OC (stereo not given),-2%,-13%,1%,i,1,-1.3,-16%,3%,16%
CN(Cc1ccccc1)C(=O)[C@@H]1CCCN1C(=O)[C@@H]1CCCN1C(=O)c1ccc(Cl)cc1,-1%,3%,13%,i,-3,0.7,-11%,4%,4%
Cc1cc(NC(=O)C2CC(c3ccc(Cl)cc3)=NO2)no1 (stereo not given),28%,-2%,13%,i,-28,5.3,3%,5%,1%
O=C(Nc1nnc(Cc2ccc(Cl)cc2)s1)c1cccnc1,-6%,-12%,15%,-18%,-18,-0.1,-2%,0%,3%
CCC(=O)Nc1ccc(Cl)c(NC(=O)c2ccccc2OC)c1,13%,0%,14%,i,1,-1.7,0%,-3%,17%
Clc1ccc(-c2nc(Cc3ccccc3Cl)no2)cc1,0%,1%,-4%,-3%,17,-0.6,14%,83%[activator],-26%
CCN1C(=O)NC(c2ccc(Cl)cc2)C2=C1CCCC2=O (stereo not given),10%,-11%,1%,i,-28,0.5,6%,-4%,1%

# Some of the compounds tested; rates above refer to the full screens.
